Bioassay records deposited in PubChem BioAssay by Southern Research Specialized Biocontainment Screening Center.
M. tuberculosis = growth inhibition of non-replicating M. tuberculosis (AID 488890) | Mycobacterium tuberculosis non-replicating, growth inhibition; higher % means a stronger effect | inhibition, % at 25 µM; hits with a dose series show IC50 in µM | 0.39% of 320,000 active; in the data active = a potency from the dose series; inconclusive = inhibition mostly from about 82% at the one dose, without a potency; inactive = the rest, 99 in 100 with inhibition below about 76%;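 note: plate controls were DMSO cells for no effect and high antibiotic wells for full effect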
H37Rv inhibition = M. tuberculosis growth inhibition, HTS (AID 449762); 0.59% of 330,000 active; M. tuberculosis H37Rv growth inhibition, 7H9 media; higher % means a stronger effect; one-dose inhibition, % at 25 µM; IC50 in µM for titrated hits; in the data active = a potency from the dose series; inconclusive = inhibition above about 70% without an active follow-up result;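 note: bacterial growth assessed after seven days of incubation; strong numbers were not always called active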
influenza NS1A = NS1A inhibition, H1N1 influenza, cell based functional assay (AID 504329) | NS1A functional cell-based assay, percent inhibition; higher % means a stronger effect | 0.3% of 340,000 active | inhibition, % at 12.5 µM, or IC50 in µM where a hit was titrated; in the data active = a potency from the dose series; inconclusive = inhibition above about 27% without an active follow-up result; note: strong numbers were not always called active
inhibitors of VEEV = inhibitors of VEEV TC-83 cytopathic effect, confirmation, Vero cells (AID 588727); Vero cells, VEEV TC-83 cytopathic effect inhibition; higher % means a stronger effect; one-dose inhibition, % at 20 µM; IC50 in µM for titrated hits; 0.13% of 350,000 active; in the data active = a potency from the dose series; inconclusive = inhibition mostly from about 14% at the one dose, without a potency; inactive = the rest, 99 in 100 with inhibition below about 12%; note: strong numbers were not always called active
PhoP GFP inhibition = PhoP regulon inhibitors, Salmonella typhi PhoP promoter GFP reporter, confirmatory (AID 1850); Salmonella Typhi PhoP-promoter GFP reporter, fluorescence, 4 h; higher % means a stronger effect; inhibition, % at 50 µM; hits with a dose series show IC50 in µM; 0.33% of 310,000 active; in the data active = a potency from the dose series; inconclusive = inhibition mostly from about 25% at the one dose, without a potency; inactive = the rest, 99 in 100 with inhibition below about 19%;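 note: 0% = induced wells with vehicle and 100% = uninduced wells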
inhibitors of VEEV 10K pilot screen = further read-out of inhibitors of VEEV, marked with its call; inhibition, %; measured here: 10K pilot screen inhibition
* = called active by the depositor; i = inactive; ? = inconclusive; · = no result given.

SMILES	M. tuberculosis	H37Rv inhibition	influenza NS1A	inhibitors of VEEV	PhoP GFP inhibition	others
O=C(Nc1ccccc1F)c1ccc2snnc2c1	22%	-9%	-3%	3.1%	-3%
O=C(c1ccc(F)cc1)C(C(=O)N1CCCCC1)n1ccccc1=O (stereo unspecified)	-10%	-6%	-3%	i	-2%
O=C(Nc1ccccc1)c1sc(Cl)nc1-c1ccccc1	-16%	-6%	4%	0.4%	-3%
CC(C)CC(=O)Nc1ccc(F)c(Cl)c1	-8%	-11%	0%	3.4%	-3%
O=C(OCC(=O)N1CCN(C(=O)COC(=O)c2ccccc2NCCO)CC1)c1ccccc1NCCO	·	·	-1%	4.6%	·
CC1(C)OC(=O)CC1C(=O)NCc1ccccc1 (stereo unspecified)	1%	-2%	14%	1.2%	-7%
CCc1nnc(NS(=O)(=O)c2ccccc2)s1	-10%	3%	-3%	0.8%	-4%
COc1cccc(N/C=C/C(=O)c2ccc(C)cc2)c1	18%	4%	4%	1.8%	-2%
CC(C)(O)C#Cc1ccc(CNC[C@H]2O[C@@H](n3cnc(C(N)=O)n3)[C@H](O)[C@@H]2O)s1	·	·	19%	i	·
O=C(NCc1ccc(Cl)cc1)C1CCN(C(=O)c2ccc(Cl)cc2)CC1	·	·	8%	8.4%	·
Cc1ccc(NCc2n[nH]c(=S)n2-c2cccc(Cl)c2)cc1	-20%	0%	12%	3.3%	6%
O=C(NCc1n[nH]c(=S)n1-c1cccc(C(F)(F)F)c1)c1ccc(S(=O)(=O)N2CCCC2)cc1	-27%	2%	2%	0.1%	8%
O=C(O)CCS(=O)(=O)c1cccc2cccnc12	0%	-1%	-2%	0.6%	-4%
Cc1cc2ccccc2nc1SCC(=O)N1CCCC1	70%	15%	-5%	1.4%	0%
CCCc1nn(C)c2c1C(c1ccncc1)C(C#N)=C(N)O2 (stereo unspecified)	0%	-4%	1%	0.7%	-11%
O=C(Nc1ccc(CN2CCCCC2)cc1)c1ccc(Br)o1	2%	0%	5%	0.7%	-1%
COc1ccc(-c2nc(CSCC(=O)NC3CCN(Cc4ccccc4)CC3)c(C)o2)cc1OC	13%	8%	-1%	1.7%	6%
O=C(Nc1ccccc1F)c1ccc(CNS(=O)(=O)c2cccc(C(F)(F)F)c2)cc1	-14%	4%	1%	0.4%	19%
CC(NC(=O)CCSCc1ccccc1F)c1ccccc1 (stereo unspecified)	39%	6%	-14%	i	-4%
CCS(=O)(=O)N1CCC(C(=O)O)CC1	-5%	-4%	-17%	0.8%	-4%
Cc1ccc(CNC(=O)c2cnc(-c3ccccn3)nc2C(F)(F)F)cc1	29%	-3%	15%	3.0%	5%
CSc1cccc(NC(=O)CCCOc2ccc(Cl)cc2Cl)c1	22%	-2%	-4%	2.8%	7%	inhibitors of VEEV 10K pilot screen=0.2
COc1ccc(S(=O)(=O)N2CC(O)CC2C(=O)Nc2cccnc2)cc1 (stereo unspecified)	1%	-2%	10%	1.0%	10%
CC(C)(C)c1cc[n+](/C(C(=S)NC2CC2)=C(/[O-])c2ccc(Cl)s2)cc1	11%	-4%	-11%	1.5%	-8%
COc1cccc(NC(=O)CN(C)C(=O)c2cc(-c3ccc(C)o3)nc3ccccc23)c1	50%	0%	-9%	8.0%	·

The list goes on, overlapping the part above by two compounds.
SMILES	M. tuberculosis	H37Rv inhibition	influenza NS1A	inhibitors of VEEV	PhoP GFP inhibition	others
CC(C)(C)c1cc[n+](/C(C(=S)NC2CC2)=C(/[O-])c2ccc(Cl)s2)cc1	11%	-4%	-11%	1.5%	-8%
COc1cccc(NC(=O)CN(C)C(=O)c2cc(-c3ccc(C)o3)nc3ccccc23)c1	50%	0%	-9%	8.0%	·
CCOc1ccc(S(=O)(=O)N(C)c2ccc(OCC(=O)NCc3ccc(C(=O)OC)cc3)cc2)cc1	25%	-3%	13%	3.3%	5%
CC(=O)c1nc(N2C(=O)CC(Cc3ccc(C)cc3)C2=O)sc1C (stereo unspecified)	27%	7%	-1%	2.0%	-5%
CN(CC(=O)O/N=C(\N)c1ccccn1)S(=O)(=O)c1cc(Cl)ccc1Cl	-5%	-5%	5%	4.1%	-8%
COc1ccc(-c2n[nH]c(C)c2-c2ccc(Cl)cc2)c(O)c1OC	-21%	-8%	19%	6.1%	10%
COc1cccc(CN(C)C(=O)c2cccc(S(=O)(=O)N3CCN(c4ccc(F)cc4)CC3)c2)c1OC	30%	5%	-3%	0.4%	-5%
O=S1(=O)CCN(Cc2ccc(F)cc2)CC1	4%	-2%	-4%	0.9%	-3%
CN1CCN(NC(=O)Nc2ccc(F)cc2)CC1	-9%	-7%	-8%	2.7%	-3%
Cc1cc(NC(=O)C23CCC(C)(C(=O)O2)C3(C)C)no1 (stereo unspecified)	5%	5%	4%	0.1%	10%
COc1ccccc1N1CCN(C(=O)C(=O)c2cn(CC(=O)N3CCCCCC3)c3ccccc23)CC1	55%	-8%	-1%	9.7%	2%
COc1ccc2c(c1OC)C(=O)N1C2SC(C)(C)[C@H]1C(=O)NC1CCCC1 (stereo partly specified)	1%	-8%	-10%	i	10%
N/C(=N\N=Cc1ccc2c(c1)OCO2)NN=Cc1ccc2c(c1)OCO2	·	·	-19%	?	·
CCCS(=O)(=O)N1CCCC(C(=O)NCCCN(CC)c2cccc(C)c2)C1 (stereo unspecified)	3%	0%	4%	0.7%	-1%
CCN1CC(CN(C)Cc2nc(-c3ccc(OC)c4ccccc34)oc2C)CC1=O (stereo unspecified)	1%	3%	-5%	0.2%	13%
CCn1c(C)nnc1SCC(=O)Nc1cccc(C(F)(F)F)c1	10%	7%	-6%	i	5%
O=C1c2ccc3c4c(ccc(c24)C(=O)N1CCCCO)C(=O)N(CCCCO)C3=O	·	·	12%	i	·
NC(=O)C1CCN(C(=O)c2cc(S(=O)(=O)N3CCN(c4ccccc4)CC3)ccc2Cl)CC1	·	·	-2%	i	·
O=C(COC(=O)c1c2c(nc3ccccc13)CCCC2)c1cccs1	65%	?	-1%	i	18%
CC(C)(C)C1CCC(=NOC(=O)c2ccc(F)cc2)CC1 (stereo unspecified)	73%	0%	0%	4.1%	-8%
CCOc1ccc(N2C(=O)/C(=C/c3cc(OC)c(OC)c(OC)c3)N(CC(=O)OC)C2=S)cc1	19%	-4%	8%	3.1%	-9%
NS(=O)(=O)c1ccc(NC(=O)COC(=O)COc2cccc(C(F)(F)F)c2)cc1	5%	4%	13%	0.9%	0%
Cc1cccc(OCCCOc2cccc3cccnc23)c1C	24%	37%	-6%	3.8%	7%
Cc1csc(=O)n1CCC(=O)OCC(=O)Nc1cccc(C#N)c1	-32%	-5%	-9%	1.6%	1%
COc1ccc(CNC(=O)c2cccc(N(C)C)c2)cc1	-3%	6%	3%	2.1%	-6%
O=C1CCCC2=C1C(c1ccccc1)NC(=S)N2 (stereo unspecified)	-6%	-5%	-4%	0.5%	6%
COc1ccc(CCC(=O)N2C[C@H]3C[C@@H](C2)c2cccc(=O)n2C3)cc1	8%	-2%	2%	1.7%	17%

3 entries from above, arranged by count of non-hydrogen atoms, rising.
SMILES	M. tuberculosis	H37Rv inhibition	influenza NS1A	inhibitors of VEEV	PhoP GFP inhibition	others
Cc1cccc(OCCCOc2cccc3cccnc23)c1C	24%	37%	-6%	3.8%	7%
O=C(c1ccc(F)cc1)C(C(=O)N1CCCCC1)n1ccccc1=O (stereo unspecified)	-10%	-6%	-3%	i	-2%
CCOc1ccc(N2C(=O)/C(=C/c3cc(OC)c(OC)c(OC)c3)N(CC(=O)OC)C2=S)cc1	19%	-4%	8%	3.1%	-9%

Molecules listed so far that have a tert-butyl group:
SMILES	M. tuberculosis	H37Rv inhibition	influenza NS1A	inhibitors of VEEV	PhoP GFP inhibition	others
CC(C)(C)c1cc[n+](/C(C(=S)NC2CC2)=C(/[O-])c2ccc(Cl)s2)cc1	11%	-4%	-11%	1.5%	-8%
CC(C)(C)C1CCC(=NOC(=O)c2ccc(F)cc2)CC1 (stereo unspecified)	73%	0%	0%	4.1%	-8%

Next structures
SMILES	M. tuberculosis	H37Rv inhibition	influenza NS1A	inhibitors of VEEV	PhoP GFP inhibition	others
COC(=O)C1=C(C)N(C)C(=O)NC1c1ccsc1 (stereo unspecified)	-13%	-1%	1%	1.3%	7%
COc1cc(-c2nnc(SC/C=C/c3ccccc3)n2N)cc(OC)c1OC	17%	2%	-4%	1.7%	7%
CCOC(=O)c1csc(COc2ccc(OC)cc2)n1	7.7µM*	-2%	-6%	i	4%
CN1CCN(c2nc3c(c(=O)[nH]c(=O)n3C)n2Cc2cccc(Br)c2)CC1	-18%	-2%	2%	i	8%
COc1ccc(CCCc2nc3ccccc3[nH]2)cc1	23%	-2%	-7%	1.3%	18%
C/C(=N\NS(=O)(=O)c1cccc([N+](=O)[O-])c1)c1cccnc1	15%	1%	7%	0.1%	-5%
CCOC(=O)c1sc2nc3c(cc2c1N)COC(C(C)C)C3 (stereo unspecified)	-11%	-3%	-1%	1.4%	-8%
CCN(CC(=O)NC(C)(C)C)C(=O)CN1c2cccc3cccc(c23)S1(=O)=O	-12%	1%	1%	2.0%	-5%
Cc1ccc(NC(=O)Cn2nnc(-c3ccccc3NC(=O)c3cccs3)n2)cc1	-7%	?	0%	4.1%	-4%
O=C(CCN1C(=O)S/C(=C/c2ccc(F)cc2)C1=O)Nc1ccc(O)c(C(=O)O)c1	-2%	2%	-1%	3.1%	5%
N#CNC1=NCN(CCc2ccccc2)CN1	-6%	4%	8%	i	16%
COc1ccccc1CNS(=O)(=O)c1ccc2c(c1)N(C(C)=O)CCO2	7%	-1%	2%	0.8%	-11%
CCOC(=O)Cn1cc(/C=C(/C#N)C(=O)NC(C)C)c2ccccc21	?	?	-6%	0.5%	-2%
CCOc1cccc(N)c1	7%	25%	-2%	i	·
CCOC(=O)c1c(C)nc2sc(C(=O)Nc3ccccc3)c(N)c2c1-c1ccc(OC)cc1	12%	1%	-9%	10%	-11%
O=C1CN(C(=O)c2cc3ccccc3oc2=O)C(c2ccccc2)c2cc(F)ccc2N1 (stereo unspecified)	·	-10%	6%	6.1%	-4%
Cc1nc(N2CCN(Cc3ccccc3)CC2)nc2c1C(=O)CC(c1ccco1)C2 (stereo unspecified)	·	-11%	4%	i	1%
Cc1[nH]c2ccc(C(=O)N3CCC(C(N)=O)CC3)cc2c1C	2%	0%	-1%	i	·
COc1ccc(C(=O)N/C(=C/c2cccs2)c2nc3ccccc3[nH]2)cc1OC	-3%	9%	-2%	0.6%	-6%
COCCNC(=O)c1cc2c(=O)n3cccc(C)c3nc2n1C	·	-19%	0%	7.0%	-3%
COc1ccc(C(=O)NCC(=O)NCc2cc(=O)n(C)c(=O)n2C)cc1	0%	7%	-3%	0.7%	-19%
CC(C)(C)NC(=O)C(c1ccc(O)cc1)N(Cc1ccco1)C(=O)CCC(=O)Nc1ccccn1 (stereo unspecified)	0%	1%	14%	0.0%	10%
CC(C)(C)C(O)CN1CCCC1 (stereo unspecified)	-5%	0%	-2%	0.5%	1%
COc1ccc(CCC(=O)OCC(=O)Nc2ccc(OC)c(OC)c2)cc1OC	-4%	1%	-1%	0.3%	0%
CN(C(=O)c1cc(-n2cnnc2)ccc1Cl)c1ccccc1	3%	-15%	1%	i	-5%
Next results follow:
SMILES	M. tuberculosis	H37Rv inhibition	influenza NS1A	inhibitors of VEEV	PhoP GFP inhibition	others
CC(=O)c1ccc(OCC(=O)N2CCN(S(=O)(=O)c3ccc(Br)s3)CC2)cc1	·	·	-3%	5.6%	·
O=C(/C=C/c1ccc2ccccc2c1)c1ccoc1	74%	9%	5%	0.9%	-19%	inhibitors of VEEV 10K pilot screen=0.0
CC(Sc1nnc(C2CC2)n1Cc1ccccc1)C(=O)N1CCNC1=O (stereo unspecified)	-1%	-3%	-3%	0.1%	·
CC1CN(S(=O)(=O)c2ccc(-c3nc4ccccc4s3)cc2)CC(C)O1 (stereo unspecified)	-1%	-10%	7%	0.4%	12%
CN(CC(=O)NC1CCN(Cc2ccccc2)CC1)S(=O)(=O)c1ccc(Cl)s1	24%	4%	-2%	1.2%	·
O=C(CC1CC2CCC1C2)N1CCN(S(=O)(=O)c2ccccc2F)CC1 (stereo unspecified)	8%	1%	-2%	0.8%	·
NC(=S)N=Nc1c(O)[nH]c2ccccc12	28%	-10%	14%	i	-2%	inhibitors of VEEV 10K pilot screen=0.6
O=C(Nn1c(-c2ccccc2)nc2ccccc2c1=O)C1CCC1	-2%	-12%	2%	i	9%	inhibitors of VEEV 10K pilot screen=1.8
CCCCN(C(C)=O)c1ccc(S(=O)(=O)NC2=NCCCCC2)cc1NC(C)=O	-6%	3%	4%	0.2%	·
On1c2c(c3c4nonc4ccc31)CCCC2	12%	-2%	·	·	-2%
c1csc(CNCCCN2CCOCC2)c1	-11%	-2%	-8%	0.5%	5%
COc1ccc(NC(=O)NCc2cccn2C)c(OC)c1	-4%	-10%	11%	0.6%	0%
